14-3-3g Raf: modulators of 14-3-3 gamma protein binding, primary screen, biochemical, fluorescence polarization; 14-3-3 protein gamma (Homo sapiens), P61981; FP, 14-3-3gamma / TMR-pS259-Raf peptide binding; inhibition, % at 40 µM; 0.19% of 160,000 active; AID 422, 2006; in the data active means inhibition above about 30%;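 further: 0% = protein plus tracer without compound and 100% = blank with tracer alone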
Target sequence (P61981 whole entry, looked up): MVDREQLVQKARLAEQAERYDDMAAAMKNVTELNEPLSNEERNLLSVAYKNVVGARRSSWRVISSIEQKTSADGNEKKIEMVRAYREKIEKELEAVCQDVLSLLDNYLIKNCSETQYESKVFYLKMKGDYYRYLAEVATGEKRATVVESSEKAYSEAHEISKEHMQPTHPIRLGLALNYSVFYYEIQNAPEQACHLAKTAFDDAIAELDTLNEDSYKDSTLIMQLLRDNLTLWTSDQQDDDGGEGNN
Numbers without * were called inactive; & = joins results of further samples.

SMILES | 14-3-3g Raf
CCSCCOC(=O)C1=C(C)NC2=C(C(=O)CC(c3ccc(Cl)cc3)C2)C1c1ccccc1Br (stereo not drawn) | -7
CCOC(=O)C1C(=O)C=C(c2ccc(F)cc2)CC1c1cccc(OC)c1OC (stereo not drawn) | -7
COc1ccc(-c2nnc(SCC(=O)Nc3cccc(C(F)(F)F)c3)n2-c2ccccc2)cc1OC | 17
CC(C)(C)c1csc(NC(=O)CSc2nc3ccccc3c(=O)[nH]2)n1 | -17
CC(C)(C)NC(=O)c1ccc2c(c1[N+](=O)[O-])C(=O)c1ccccc1C2=O | -82
CS(=O)(=O)N1CCCCCC1 | 0
CCOC(=O)C1(C)C=C(Nc2cccc([N+](=O)[O-])c2)C(=O)N1c1ccccc1 (stereo not drawn) | 3
COCON1C(=O)CN(C(C)=O)C1c1ccc(Cl)cc1Cl (stereo not drawn) | 0
CC1=C(C(=O)OCc2ccco2)C(c2cccc([N+](=O)[O-])c2)NC(=O)N1 (stereo not drawn) | -6
Cc1ccc(C(C#N)N2CCOCC2)cc1 (stereo not drawn) | -1&-3
C=CCOC(=O)C1=C(C)N(C)C(=O)NC1c1ccc(Cl)cc1 (stereo not drawn) | -1
COc1cc(NC(=O)COc2c(C)cccc2C)c(OC)cc1Br | -79
COc1ccc(CN2CC(C(=O)N3CC(C)CC(C)C3)CC2=O)cc1 (stereo not drawn) | 3
COc1ccc(C(=O)N2CCCC(c3nc(-c4cc(OC)c(OC)c(OC)c4)no3)C2)cc1 (stereo not drawn) | -8
O=C1c2ccccc2C(=O)c2c1ccc(C(=O)N1CCCCCC1)c2NCCO | -283
O=C(O)C1Nc2ccc([N+](=O)[O-])cc2C2C=CCC12 (stereo not drawn) | -14
O=C(Nc1c2c(nn1-c1ccc([N+](=O)[O-])cc1)CS(=O)(=O)C2)C12CC3CC(CC(C3)C1)C2 | -4
O=C(O)CCSc1ccc2ccccc2n1 | -7
Cc1cc(N2CCC(C)CC2)nc2ccc(NC(=O)C3CCC(C)CC3)cc12 (stereo not drawn) | -1
CCOC(=O)c1nn(-c2ccc(Cl)cc2)c(=O)c2c(NC(=O)CC3CCCCC3)scc12 | -4
CCOC(=O)C1CCCN(C(=O)c2cc3nc(-c4cccc(OC)c4)cc(C(F)(F)F)n3n2)C1 (stereo not drawn) | -6
CN1CCN(CCCNC(=O)c2cccc(N3CCCC3=O)c2)CC1 | -7
CCCc1cc2c(=O)c(-c3ccc4c(c3)OCCCO4)coc2cc1OC | -32
CCOC(=O)C1CCCN(C(=O)C2CCN(S(=O)(=O)CC)CC2)C1 (stereo not drawn) | -2
CCOc1ccc(-n2c(N)c(C(=O)Nc3ccccc3C)sc2=S)cc1 | 3
CN(C)c1ccc(C2N(c3ccc(Cl)cc3)C(=O)C3CCCN32)cc1 (stereo not drawn) | -5
O=C1CCCC2=C1C(c1cc(Br)ccc1O)C1C(=O)c3ccccc3C1=N2 (stereo not drawn) | -55
CSc1nnc2c(n1)OC(c1ccc3c(c1)OCO3)N(C(C)=O)c1ccc(Br)cc1-2 (stereo not drawn) | -5
Clc1ccc2nc(-c3ccc(Br)o3)c(Nc3ccc4c(c3)OCCO4)n2c1 | -15
O=S(=O)(c1cccc(S(=O)(=O)N2CCOCC2)c1)c1ccc(Cl)c(S(=O)(=O)N2CCOCC2)c1 | -10
Cc1c(Cl)cccc1NC(=O)C1C2c3ccccc3C(c3ccccc32)C1C (stereo not drawn) | -3
CC(=O)Nc1ccc(S(=O)(=O)N2CCN(c3ccc(F)cc3)CC2)cc1 | -9
O=S(=O)(N=C1SCCS1)c1ccccc1 | 8
Cn1c(-c2ccccc2)cnc1SCC(N)=O | 4
COc1ccc(N2C(=O)CCC(C(=O)NCc3cccnc3)C2c2ccc(F)cc2)cc1 (stereo not drawn) | -5
CCOc1ccc(-n2c(SCc3ccccc3)nc3c(c2=O)SCC3)cc1 | -6
COc1cc(OC)cc(-n2nnnc2SCC(=O)NCc2ccc3c(c2)OCO3)c1 | -13
COc1ccc(Nc2nc(-c3ccccc3)nc3ccccc23)cc1 | -12
COc1ccc2[nH]c(C)c(C(=O)CN(C)C)c2c1 | 3&-2
CC(C)CCN(C)C1CCN(C(=O)Nc2ccccc2)CC1 | 1
Cc1ccccc1C(=O)Nc1cccc(NC(=O)c2ccc(Cl)c([N+](=O)[O-])c2)c1 | -12
CCOC(=O)c1ccc2c(c1)nc(C)n2CC | 11
Nc1nc(Cn2nnc(-c3ccccc3F)n2)nc(N2CCOCC2)n1 | -10
O=C(CCCC(=O)N(CC(=O)NC1CCCCC1)Cc1ccc2c(c1)OCO2)Nc1ccccn1 | -8
COc1ccc(-c2ccc(Cc3nc(Cc4ccccc4)no3)cc2)cc1 | -5
COc1ccc(C2C(C(=O)N3CCN(c4ccccc4OC)CC3)CC(=O)N2c2ccc(OC)cc2)cc1 (stereo not drawn) | -6
CN(C)c1ccc(-c2nc3cc(N=Cc4cc(Cl)ccc4O)ccc3o2)cc1 | -36
O=C(COC(=O)c1ccc(NS(=O)(=O)c2ccc3c(c2)OCCO3)cc1)NCC1CCCO1 (stereo not drawn) | -3
CCn1nnnc1-c1ccc(OC)c(S(=O)(=O)Nc2ccc(C(=O)OC)cc2)c1 | -8
COc1ccc(Cc2c(Cl)nc(SC)nc2Cl)cc1 | 1
Cc1ccc(C)c(C2CC(=O)Nc3cc4c(cc32)OCCO4)c1 (stereo not drawn) | -3
CCc1ccc2oc(-c3cc(N)ccc3O)nc2c1 | -12
CCS(=O)(=O)Nc1ccc(Cc2ccncc2)cc1 | -9
COc1ccc(CNC(=O)c2c[nH]c3ccc(S(=O)(=O)N4CCOCC4)cc3c2=O)cc1 | -13
Cc1cccc(N2CCN(C(=O)c3ccc4nc(-c5ccco5)c(-c5ccco5)nc4c3)CC2)c1C | -39
COc1ccc(S(=O)(=O)N2CCC(N(C)C(C)C)CC2)cc1 | 3
Cc1cc([N+](=O)[O-])ccc1N1COc2ccc3cc(Br)ccc3c2C1 | -50
CCOC(=O)c1cc[nH]c1C | -7
Cc1csc2ncc(C(=O)Nc3ccccc3F)c(=O)n12 | 0
COc1ccc(C(NC(=O)C(C)C)c2ccc3cccnc3c2O)cc1OC (stereo not drawn) | 2
Next part
SMILES | 14-3-3g Raf
CCc1nc(SCc2ccc(C)cc2)n[nH]1 | -8
CS(=O)(=O)NCc1nnc(SCc2ccccc2C(F)(F)F)o1 | 2
Cc1c(NC(=O)CCN2C(=O)c3ccccc3C2=O)cccc1C(=O)O | -6
O=C(NCc1cccs1)c1cc2c(s1)CCCC2 | 4
CCOCCn1cnc2sc(C(=O)Nc3nc4ccccc4s3)c(C)c2c1=O | -1
COc1ccc(NC(=O)c2sc(SC)nc2N)cc1 | -19
CCOc1ccc(-n2c(C)c(C(C)=O)c3cc(OC(C)=O)ccc32)cc1 | 2
CCCSCC1CC1(Cl)Cl (stereo not drawn) | 2
O=C(CCN1C(=O)c2ccccc2C1=O)Nc1ccc(-c2nc3ccccc3o2)cc1 | -14
CC(C)C(=O)Nc1cccc(NC(=O)c2cccnc2)c1 | 1
O=C(CN1C(=O)c2cccc([N+](=O)[O-])c2C1=O)N1CCN(c2ccc(F)cc2)CC1 | -4
O=C(c1ccc(NC2=NC3CS(=O)(=O)CC3S2)cc1)N1CCN(C(=O)c2ccco2)CC1 (stereo not drawn) | -3
Cn1cc(CN2CCc3ccccc3C2)c2ccccc21 | 2&6
COc1ccc(-n2cnc3cc(C(=O)NCc4ccccc4Cl)ccc32)cc1 | -15
CCC(=O)N1c2ccccc2NC2=C(C(=O)CC(c3ccc(OC)c(OC)c3)C2)C1c1ccc(C)cc1 (stereo not drawn) | 0
COc1cc(C(O)c2ccccc2)c([N+](=O)[O-])cc1OC (stereo not drawn) | 5
O=C(Nc1ccc(F)cc1F)NC1CC(=O)N(Cc2ccccc2)C1 (stereo not drawn) | -8
CCOC(=O)N1CCC(NC(=O)CSCc2nc(-c3ccc(OC)c(OC)c3)oc2C)CC1 | 61*
CCN(CC)c1cccc(OCC(=O)N(C)CCC#N)c1 | -134
O=C1CSC(c2ccc3c(c2)OCO3)N1c1ccc(Oc2ccccc2)cc1 (stereo not drawn) | -2
CC(C)=CCCC1(C)OC(=O)N(CCOC23CC4CC(CC(C4)C2)C3)C1(C)O (stereo not drawn) | -1
Cc1ccc(NC(=O)C2CCN(C(=O)NC3CCCCC3)CC2)cc1Cl | -6
COc1ccc(C2=NN3C(C2)c2cccc(OC)c2OC3(C)C)cc1 (stereo not drawn) | -306
CNc1ncnc2c1ncn2[C@@H]1O[C@H](CO)[C@H](O)C1O (stereo partly drawn) | -9
CCN(C1CCCCC1)S(=O)(=O)c1ccc(S(=O)(=O)NCCc2ccncc2)cc1 | -10
CCC(=O)N1CCc2cc(Br)cc(S(=O)(=O)Nc3ccc(C)cc3)c21 | -223
CC(C)(C)c1ccc(C(=O)Nc2ccc(NC(=O)c3cc4ccccc4oc3=O)cc2)cc1 | 0
CSc1nnc(-c2ccccc2)c(-c2ccccc2)n1 | -1
Cc1nn(C(=O)c2sc3ccccc3c2Cl)c(C)c1Cl | -7
COc1ccc(C2c3c(oc4ccccc4c3=O)C(=O)N2c2ccccn2)cc1 (stereo not drawn) | -1
Cc1[nH]nc(SCC(=O)Nc2cccc(C(F)(F)F)c2)c1[N+](=O)[O-] | -181
Cc1ccc(S(=O)(=O)N2CCN(c3nc(C)c4c(c3C#N)CC(C)(C)OC4)CC2)cc1 | 4
COc1ccc(-c2cc(=O)[nH]c(=O)[nH]2)cc1 | -4
CCN1CCN(Cc2ccc3c(c2)Cc2ccccc2-3)CC1 | -7
O=C(CCNS(=O)(=O)c1ccc(Br)cc1)NCc1cccs1 | -1
COc1cccc(-c2cc(C(F)(F)F)n3ncc(C(=O)NCC4CCCO4)c3n2)c1 (stereo not drawn) | 3
CCCNC(=O)C(Cc1ccccc1)NS(=O)(=O)c1cccc2nsnc12 (stereo not drawn) | -14
C=CCNc1nc2c(c(=O)n(C)c(=O)n2C)n1Cc1ccc(F)cc1 | -2&3
O=C1c2cccnc2C(Nc2ccc(S(=O)(=O)N3CCCCC3)cc2)N1Cc1ccccc1 (stereo not drawn) | -6
O=C(O)c1ccc(COc2c(F)c(F)cc(F)c2F)cc1 | 7
CCNC(=O)CC1C(=O)N(c2ccccc2)C(=O)N1Cc1ccc(OC)cc1 (stereo not drawn) | -2
CCCN(CCC)C(=O)C1c2ccccc2Oc2ccccc21 | -7
Nc1cccc2c1C(=O)N(c1ccc(Cl)cc1)C2=O | 0
O=C(NCc1cccs1)c1ccncc1 | -8
CCC(C)C(NC(=O)OC(C)(C)C)C(=O)NCc1ccco1 (stereo not drawn) | -6
NC(N)=Nc1nc2ccccc2o1 | -3
O=C1CC(N2CCN(c3ccccc3Cl)CC2)C(=O)N1c1cccc(F)c1 (stereo not drawn) | 3
COc1ccc(NC(=O)CSc2nnc3nc(C)cc(C)n23)cc1 | -11
COc1ccccc1-c1nc2c3c4c(sc3ncn2n1)CCCCC4 | 3
CC1=C(C(=O)OC2CCCCCC2)C(c2ccccc2)NC(=O)N1 (stereo not drawn) | -6
CCC(NS(=O)(=O)c1cc(OC)ccc1OC)C12CC3CC(CC(C3)C1)C2 (stereo not drawn) | 0
O=C(NCc1cccnc1)Nc1ccc(F)cc1F | 4
CCC(=O)N1CCN(S(=O)(=O)c2ccc(C)cc2)C1C (stereo not drawn) | -2
COc1ccc(S(=O)(=O)N2CCC(C(=O)c3ccc4c(c3)OCCO4)CC2)cc1 | -10
COc1ccc(C(=O)Nc2cc(C(C)C)c(O)c(S(=O)(=O)c3ccc(OC)cc3)c2C)cc1 | 3
CC1(C(=O)NC2CCCC2)CCC(=O)N1CCC1=CCCCC1 (stereo not drawn) | -4&-2
COc1cc2c(cc1OC)CN(C(=O)c1ccc(C)cc1)CC2 | -3
Cc1cc(=O)[nH]c(SCC(=O)Nc2nnc(CC(C)C)s2)n1 | -7

Part of the list above in order of length of the SMILES, descending.
SMILES | 14-3-3g Raf
O=C1CC(N2CCN(c3ccccc3Cl)CC2)C(=O)N1c1cccc(F)c1 (stereo not drawn) | 3
Cc1cc(=O)[nH]c(SCC(=O)Nc2nnc(CC(C)C)s2)n1 | -7
CC1(C(=O)NC2CCCC2)CCC(=O)N1CCC1=CCCCC1 (stereo not drawn) | -4&-2
CCC(=O)N1CCN(S(=O)(=O)c2ccc(C)cc2)C1C (stereo not drawn) | -2

Ordered by value in 14-3-3g Raf (smallest number first): 7 of the compounds above.
SMILES | 14-3-3g Raf
COc1ccc(NC(=O)CSc2nnc3nc(C)cc(C)n23)cc1 | -11
COc1ccc(S(=O)(=O)N2CCC(C(=O)c3ccc4c(c3)OCCO4)CC2)cc1 | -10
CCCN(CCC)C(=O)C1c2ccccc2Oc2ccccc21 | -7
CCC(C)C(NC(=O)OC(C)(C)C)C(=O)NCc1ccco1 (stereo not drawn) | -6
CCNC(=O)CC1C(=O)N(c2ccccc2)C(=O)N1Cc1ccc(OC)cc1 (stereo not drawn) | -2
CCC(NS(=O)(=O)c1cc(OC)ccc1OC)C12CC3CC(CC(C3)C1)C2 (stereo not drawn) | 0
O=C1CC(N2CCN(c3ccccc3Cl)CC2)C(=O)N1c1cccc(F)c1 (stereo not drawn) | 3

Compound activity (PubChem BioAssay)

This is a subset. The share of hits here may be higher or lower than overall.
